# Source: PubChem BioAssay (Sanford-Burnham Center for Chemical Genomics)
# Gli-Sufu block: Gli-Sufu pathway antagonists, primary screen, luciferase luminescence, Sufu-KO-LIGHT cells, uHTS; Sufu-KO-LIGHT fibroblasts, Gli luciferase reporter luminescence; inhibition, % at 5 µM; 0.74% of 340,000 active; AID 588413, 2011;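 active = inhibition above about 55%, limit read from the data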;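 note: 0% = DMSO-treated cells and 100% = wells with medium but no cells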
# UPR CHOP act: activators of apoptotic CHOP UPR arm, primary screen, cell-based, CHO-CHOP luciferase reporter, luminescence, uHTS; UPR activation; percent of tunicamycin response over DMSO baseline; activation, % at 10 µM; 0.34% of 330,000 active;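 active = at 10 µM dose, activation of 40% or more, normalized to positive control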;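 note: 100% = tunicamycin at 10 µg/mL and 0% = DMSO alone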
#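 assay system = CHO CHOP reporter cells | amount = 500 CHO-CHOP cells per well | buffer or medium = F12 with 10% FBS | incubation = 16-18 h cell attachment, then 6 h compound exposure, 37 °C | detection = luminescence read with Steady-Glo | read-out = percent activation relative to tunicamycin control | controls = tunicamycin high control, DMSO low control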
# UPR XBP1 act: activators of adaptive XBP1 UPR arm, primary screen, cell-based, CHO-XBP1 luciferase reporter, luminescence, uHTS; activation, % at 20 µM; 0.33% of 330,000 active; IRE1-XBP1 UPR activation; percent of tunicamycin response, DMSO as zero;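 active = versus positive control, 20 µM dose yields 30% or more activation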;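 note: 100% = tunicamycin at 10 µg/mL and 0% = DMSO only wells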
#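 Assay system: CHO-XBP1 luciferase reporter cells; Schedule: 6 h treatment, 37 °C; Detection: glow luminescence from Steady-Glo reagent; Benchmarks: high control tunicamycin 10 µg/mL final, low control DMSO vehicle only.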
# CCR6 antagonist: CCR6 receptor antagonists, primary screen, cell-based, CHO-K1, luminescence, beta-arrestin, uHTS | CHO-K1 CCR6 PathHunter beta-arrestin, CCL20-stimulated | AID 493098, 2011 | C-C chemokine receptor type 6 (Homo sapiens), P51684 | inhibition, % at 20 µM | 0.49% of 340,000 active;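 active = compounds whose inhibition of the agonist-driven luminescence signal at 20 µM reaches about 50%, limit read from the data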;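 note: cells stimulated with CCL20 at 14 nM final; plate controls were DMSO with CCL20 for no effect and DMSO without agonist for full effect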
# Target sequence (P51684 whole entry, looked up): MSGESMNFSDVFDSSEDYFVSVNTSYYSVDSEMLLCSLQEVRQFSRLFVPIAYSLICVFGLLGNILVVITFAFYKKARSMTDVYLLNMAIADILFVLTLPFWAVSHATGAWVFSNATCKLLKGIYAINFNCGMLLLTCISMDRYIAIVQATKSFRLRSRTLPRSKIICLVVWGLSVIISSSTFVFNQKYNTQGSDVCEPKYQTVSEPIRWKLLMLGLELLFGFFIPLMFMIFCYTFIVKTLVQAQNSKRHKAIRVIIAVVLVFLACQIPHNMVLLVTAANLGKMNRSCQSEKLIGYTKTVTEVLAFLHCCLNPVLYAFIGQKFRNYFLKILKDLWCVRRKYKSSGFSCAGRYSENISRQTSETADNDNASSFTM
# Mdm2-MdmX inh: inhibitors of human Mdm2-MdmX association, primary screen, cell-based, luminescence, split luciferase, SaOS-2, uHTS | SaOS-2 split-luciferase Mdm2/MdmX complementation | inhibition, % at 8 µM | 3% of 330,000 active;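 active = inhibition of at least 50% at 8 µM in the primary screen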
# Jurkat NFkB inh: inhibitors of induced NF-kB luciferase reporter, primary screen, TCR NF-kB activation inhibitor project, cell-based, luminescence, uHTS; Jurkat, PMA/ionomycin-induced NF-kB luciferase reporter; inhibition, % at 4 µM; 0.53% of 330,000 active; in the data active = inhibition above about 50%
# EBI2 antag: EBI2 receptor antagonists, beta-arrestin recruitment, primary screen, cell-based, luminescence, 7a,25-OHC stimulation, uHTS. 7a,25-OHC stimulated. inhibition, % at 5 µM. 0.81% of 360,000 active; in the data active = inhibition above about 38%;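 note: enzyme fragment complementation signal reports receptor beta-arrestin coupling in cells; 0% = agonist plus DMSO wells and 100% = wells without agonist; some results beyond the cut were filed as inactive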
# Target sequence (P32249 whole entry, looked up, the tested form may be a part): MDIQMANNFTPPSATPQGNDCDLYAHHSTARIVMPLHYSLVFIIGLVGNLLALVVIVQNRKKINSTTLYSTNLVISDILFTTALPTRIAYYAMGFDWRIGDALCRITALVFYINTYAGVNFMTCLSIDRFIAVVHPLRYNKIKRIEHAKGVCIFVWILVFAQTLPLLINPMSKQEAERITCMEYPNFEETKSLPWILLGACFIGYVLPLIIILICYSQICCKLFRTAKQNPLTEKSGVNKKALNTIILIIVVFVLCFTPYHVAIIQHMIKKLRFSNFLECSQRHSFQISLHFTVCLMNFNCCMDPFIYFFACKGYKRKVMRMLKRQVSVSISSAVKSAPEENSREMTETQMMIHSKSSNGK
# 697 NFkB inh: inhibitors of PMA/ionomycin-induced NF-kB reporter, 697 cells, primary screen, B-cell NF-kB inhibitor project, cell-based, luminescence, uHTS; 697 B-cell NF-kB luciferase reporter, 16 h; inhibition, % at 4 µM; 0.33% of 330,000 active; in the data active = inhibition above about 35%
# CXCR6 inh: CXCR6 receptor inhibitors, primary screen, cell-based, beta-arrestin, luminescence, CHO-K1 PathHunter, 1536-well | 0.36% of 360,000 active | inhibition, % at 20 µM; in the data active = inhibition above about 34%, passing the limit was not always enough;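 note: antagonist mode with CXCL16 agonist at 10 nM final; 0% = 10 nM CXCL16 with DMSO and 100% = unstimulated wells without agonist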
# * hit, by the source's call; nt = no result given.
# Start of the data: the first 5 entries as a preview:
SMILES,Gli-Sufu block,UPR CHOP act,UPR XBP1 act,CCR6 antagonist,Mdm2-MdmX inh,Jurkat NFkB inh,EBI2 antag,697 NFkB inh,CXCR6 inh
Cc1cc2c3c(c1C)C1(C(=O)N3C(C)(C)CC2C)C(C#N)=C(N)Oc2n[nH]c(C)c21 (stereo unspecified),2,-1.9,-1,3,2,8,-15,8,0
O=C(Cc1cccc2ccccc12)N/N=C/c1ccncc1,-18,1.1,-3,4,26,-11,21,18,3
COc1ccc(S(=O)(=O)N(C)CC(=O)Nc2cccc(C(C)=O)c2)cc1C,2,0.3,-2,3,8,-1,1,14,1
CCc1nonc1NC(=O)COc1ccc(Cl)c(C)c1,-61,-0.6,-2,9,8,-3,-4,11,-5
CN(c1ccccc1)S(=O)(=O)c1cccc(NC(=O)Cc2c(F)cccc2Cl)c1,4,0.9,0,8,16,-1,6,-8,-4

# The whole of this part, repeating the preview:
SMILES,Gli-Sufu block,UPR CHOP act,UPR XBP1 act,CCR6 antagonist,Mdm2-MdmX inh,Jurkat NFkB inh,EBI2 antag,697 NFkB inh,CXCR6 inh
Cc1cc2c3c(c1C)C1(C(=O)N3C(C)(C)CC2C)C(C#N)=C(N)Oc2n[nH]c(C)c21 (stereo unspecified),2,-1.9,-1,3,2,8,-15,8,0
O=C(Cc1cccc2ccccc12)N/N=C/c1ccncc1,-18,1.1,-3,4,26,-11,21,18,3
COc1ccc(S(=O)(=O)N(C)CC(=O)Nc2cccc(C(C)=O)c2)cc1C,2,0.3,-2,3,8,-1,1,14,1
CCc1nonc1NC(=O)COc1ccc(Cl)c(C)c1,-61,-0.6,-2,9,8,-3,-4,11,-5
CN(c1ccccc1)S(=O)(=O)c1cccc(NC(=O)Cc2c(F)cccc2Cl)c1,4,0.9,0,8,16,-1,6,-8,-4
O=C(NCc1cn(-c2ccccc2)nc1-c1ccccc1)c1ccc([N+](=O)[O-])cc1,11,2.3,-1,2,7,-3,20,-10,9
COc1ccccc1-c1c(C#N)c(N)nc2c1CCc1ccccc1-2,24,17,7,19,70*,11,12,-12,-6
Cc1cc(C)n2nc(CC(=O)NC3CCCC(C)C3C)nc2n1 (stereo unspecified),-3,-0.2,3,7,-15,-7,-2,-14,-3
Cn1cc(S(=O)(=O)Cc2ccc(F)cc2)c2ccccc21,22,2.7,2,19,8,4,1,7,5
Cc1ccc(NC(=O)CSc2nnc(-c3cccnc3)n2CCN2CCCCC2)cc1,0,1.7,0,-2,6,0,-17,3,0
CC(C)(C)NC(=O)CN(C(=O)CS(=O)CC(=O)Nc1ccc(F)cc1)c1cccc(F)c1 (stereo unspecified),0,-1.0,1,5,-13,-7,-2,1,2
Cc1cc(C)n(CCc2nc(-c3ccc(-c4ccccc4)cc3)cs2)n1,-44,4.6,0,3,-14,-48,-1,-104,-11
N#C/C(=C\c1ccccc1Br)C(=O)NC1CC1,-2,0.8,-5,-24,7,-1,-2,14,-2
O=C(O)c1ccc(NC(=S)NC(NC(=O)c2ccco2)C(Cl)(Cl)Cl)cc1 (stereo unspecified),10,0.0,2,7,-20,5,-3,10,1
CN(/N=C/c1ccc([N+](=O)[O-])o1)c1ccccc1,-25,2.3,-1,33,26,-4,-2,-28,9
CCCCOc1cccc(C(=O)NC(=S)Nc2cccc(C(F)(F)F)c2)c1,1,0.2,-2,51*,13,2,7,2,30
O=C(COc1ccccc1)NCC(=O)Nc1cccc(S(=O)(=O)NC2=NCCC2)c1,-1,-0.5,-3,10,13,-19,2,21,1
CCn1c(SCC(=O)Nc2ccc3c(c2)OCO3)nnc1-c1cnccn1,13,0.7,1,-9,1,0,-4,18,0
Cc1ccc(NC(=S)NCCc2ccc(S(N)(=O)=O)cc2)cc1C,3,0.9,1,-2,-13,2,-1,14,-3
COc1ccc(NC(=O)c2ccc3c(c2)C(=O)N(Cc2ccncc2)C3=O)cc1S(N)(=O)=O,0,-0.1,-3,7,35,-1,-4,2,1
CCOc1ccc(N(Cc2ccccc2F)C2=NC3CS(=O)(=O)CC3S2)cc1 (stereo unspecified),-1,2.4,-1,14,18,2,1,-4,5
COc1ccc([C@H]2CC(=O)C=C(/C=C/c3ccc(C(F)(F)F)cc3)C2)cc1,-10,4.3,2,-9,-4,8,65*,-19,6
O=C(O)c1cccc(NN=C2c3ccccc3-c3ccccc32)c1,-3,nt,nt,6,nt,nt,-1,nt,3
COc1ccc(N2CCN(c3nc(NCCc4ccc(OC)c(OC)c4)nc(OC)n3)CC2)cc1,10,1.1,4,7,48,2,14,13,0
COc1ccc(NC(C)=O)cc1NC(=O)CSc1nnc(-c2cccnc2)n1C,10,-1.9,-4,-29,17,0,-2,-5,-1
CCc1nnc(NC(=O)CCC(=O)N2CCN(CCc3ccccc3)CC2)s1,3,-2.1,-2,17,-31,-17,3,26,-6
OC(CNCCC(c1ccccc1)c1ccccc1)COc1ccccc1 (stereo unspecified),8,-1.8,2,10,70*,7,41,8,-7
O=C(CCc1nc(-c2ccccc2F)no1)NCCc1ccccc1Cl,2,-0.7,-2,1,2,-15,21,4,-20
COc1ccccc1NC(=O)CN(c1ccc(C23CC4CC(CC(C4)C2)C3)cc1)S(C)(=O)=O,6,20,13,4,48,9,9,20,1
COc1ccc(CNC(=O)c2cc(=O)c3ccc(C)c(C)c3o2)cc1,-16,-1.2,-4,12,13,-10,11,-7,-6
CC(=O)N1CCc2cc(S(=O)(=O)NCCC(=O)NCCc3ccc(C)cc3)ccc21,32,1.0,1,17,-4,3,-2,22,-5
O=C(N/N=C/c1ccc([N+](=O)[O-])cc1)c1ccc(COc2ccccc2-c2ccccc2)cc1,-6,-0.8,-2,6,11,-14,13,-26,-18
COCCn1c(SCC(=O)N2CCCC(C)C2)nnc1-c1ccco1 (stereo unspecified),-11,-0.7,-4,-4,7,7,4,4,7
COc1ccc(-n2cc(CNC(C)c3ccncn3)c(-c3cccc(F)c3)n2)cc1 (stereo unspecified),15,0.0,-2,-11,-6,-40,-11,-63,-8
N#Cc1c2n(c3c(=O)n(Cc4ccc(Cl)cc4)cnc13)CCCCC2,-2,1.4,2,7,11,4,-4,0,-3
COc1ccc(/C=N/Nc2nc(N3CCCC3)nc(N3CCCC3)n2)c(OC)c1OC,8,-1.4,-1,-6,-5,7,-2,-8,-1
COc1ccc(-c2c(C)oc3c(CN4CCCCC4C)c(O)ccc3c2=O)cc1 (stereo unspecified),13,2.3,0,8,-9,1,-6,4,-21
Cc1ccc(C)c(OCCCCn2cnc3ccccc3c2=O)c1,-4,-2.4,4,17,27,11,8,15,8
Clc1cccc(Cl)c1-c1nnc2cccc(Cl)n12,-2,-0.6,2,-2,-2,-7,3,-17,7
CCCCc1nnc(NC(=O)C(=O)OCC)s1,-14,-1.3,-2,9,-15,-5,-3,1,-4
CCc1ccccc1Nc1nc(-c2cccnc2)cs1,1,5.3,7,6,8,-30,26,-31,-4
Cc1ccsc1C(=O)N1CCC(N2CCC(C(=O)NCC3CCCO3)CC2)CC1 (stereo unspecified),-32,-2.1,-2,1,8,-10,1,1,-10
C[C@H](CO)N1C[C@H](C)[C@@H](CN(C)Cc2ccncc2)Oc2c(NS(=O)(=O)c3cccs3)cccc2C1=O,-4,-1.0,-3,-3,6,1,-11,7,-6
O=C(Nc1ccc(O)cc1C(=O)O)c1ccc2c(c1)C(=O)N(Cc1ccco1)C2=O,6,-0.1,-3,24,-1,-6,3,13,10
CN(C(=O)CNC(=O)c1ccc(Br)o1)C1CCCCC1,10,-0.1,-2,-5,21,12,-7,3,2
CC(NC(=O)c1ccccc1F)C(=O)O (stereo unspecified),-5,0.5,0,-3,-16,-27,7,-16,-1
O=C(NCCc1ccccn1)c1cc(C(=O)C2CCCCC2)c[nH]1,-14,-1.4,-1,-13,-5,-5,-4,6,3
Cc1cc(S(=O)(=O)N2CCOCC2)ccc1OCC(=O)Nc1ccccc1C(F)(F)F,22,0.2,-3,-5,6,7,2,-2,5
O=c1[nH]c2cc3c(cc2cc1CN(Cc1cccnc1)C(=S)NCc1ccco1)OCCO3,12,0.6,-3,-1,20,3,9,13,-4
C/C(=N\NC(=O)c1ccccc1N)c1ccc(NC(=O)Cc2ccccc2)cc1,11,0.6,-2,-6,-5,-9,-4,-17,-6
O=C(NC1CCCCC1)C(c1ccccc1)N(C(=O)c1cccs1)c1ccc2c(c1)OCO2 (stereo unspecified),-11,-0.9,13,17,1,-15,-11,-10,16
O=C(COC(=O)c1cc(Br)ccc1O)Nc1ccc2c(c1)OCCO2,1,1.6,-2,11,10,8,4,5,5
COCC1CCCCN1C(=O)c1ccc2oc(CCc3ccccc3)nc2c1 (stereo unspecified),-28,5.7,-1,3,-19,-50,0,-56,37*
O=C(O)CCC(=O)NNC(=O)c1cccc(Br)c1,4,1.6,1,-8,4,6,-5,4,0
COc1ccccc1/C(C)=N/NC(=S)NCc1ccccc1,0,0.3,2,25,-20,-5,-2,4,5

# Profiles, looked up by structure. Order of screens: Gli-Sufu block	UPR CHOP act	UPR XBP1 act	CCR6 antagonist	Mdm2-MdmX inh	Jurkat NFkB inh	EBI2 antag	697 NFkB inh	CXCR6 inh
# `C/C(=N\NC(=O)c1ccccc1N)c1ccc(NC(=O)Cc2ccccc2)cc1` is listed with 11	0.6	-2	-6	-5	-9	-4	-17	-6
# `O=C(NCCc1ccccn1)c1cc(C(=O)C2CCCCC2)c[nH]1` is listed with -14	-1.4	-1	-13	-5	-5	-4	6	3
